Compound activity as filed in PubChem BioAssay.
FBA Mtb inh = Mtb fructose-bisphosphate aldolase inhibition. purified M. tuberculosis FBA, fluorescence read-out. inhibition, % at 1 µM. P9WQA3. actives 2.3% (n = 360,000); in the data active means inhibition above about 27%;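 further: 0% = vehicle and 100% = reference inhibitor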
Target sequence (P9WQA3 whole entry, looked up): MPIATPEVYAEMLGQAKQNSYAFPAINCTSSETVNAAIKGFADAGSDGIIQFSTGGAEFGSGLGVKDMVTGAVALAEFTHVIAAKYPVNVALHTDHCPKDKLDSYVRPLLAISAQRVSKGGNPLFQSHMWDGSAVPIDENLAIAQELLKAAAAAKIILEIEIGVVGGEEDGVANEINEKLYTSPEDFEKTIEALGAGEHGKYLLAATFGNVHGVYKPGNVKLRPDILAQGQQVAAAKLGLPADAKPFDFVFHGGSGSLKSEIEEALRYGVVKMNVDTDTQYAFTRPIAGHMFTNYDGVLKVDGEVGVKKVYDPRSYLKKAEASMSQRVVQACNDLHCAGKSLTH
MazEF act = activators of E. coli MazEF toxin-antitoxin RNase; actives 0.32% (n = 350,000); P0AE70; FAM/BHQ RNA-DNA oligo cleavage fluorescence, 5 h; AID 504720; activation, % at 20 µM; in the data active means activation above about 50%
Target sequence (P0AE70 whole entry, looked up): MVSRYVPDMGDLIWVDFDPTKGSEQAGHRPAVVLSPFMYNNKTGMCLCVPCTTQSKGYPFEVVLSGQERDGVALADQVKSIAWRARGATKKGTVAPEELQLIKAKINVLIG
Rv3671c protease = inhibits the M. tuberculosis serine protease Rv3671c | inhibition, % at 5.96 µM | actives 0.048% (n = 320,000) | P9WHR9 | AID 2606; in the data active means inhibition above about 38%;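 further: extracellular domain of Rv3671c used as enzyme; 0% = enzyme with DMSO and 100% = no enzyme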
UGM FP inh = Mtb UDP-galactopyranose mutase inhibition | inhibition, % at 10 µM | AID 504406 | actives 0.06% (n = 320,000) | purified UGM, fluorescence polarization probe displacement; in the data active means inhibition above about 10%, passing the limit was not always enough
Target sequence (P9WIQ1 whole entry, looked up): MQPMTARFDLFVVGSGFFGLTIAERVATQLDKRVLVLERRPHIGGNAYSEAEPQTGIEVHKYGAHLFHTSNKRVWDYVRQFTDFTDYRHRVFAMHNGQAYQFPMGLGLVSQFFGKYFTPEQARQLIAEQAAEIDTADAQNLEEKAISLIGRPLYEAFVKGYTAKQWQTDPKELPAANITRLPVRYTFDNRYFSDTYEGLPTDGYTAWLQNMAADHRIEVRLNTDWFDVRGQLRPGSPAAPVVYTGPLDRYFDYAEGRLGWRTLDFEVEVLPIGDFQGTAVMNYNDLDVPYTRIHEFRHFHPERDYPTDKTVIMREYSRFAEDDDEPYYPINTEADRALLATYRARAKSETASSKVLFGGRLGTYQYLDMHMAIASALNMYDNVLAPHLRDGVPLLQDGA
Mtb BioA inh = inhibitors of Mycobacterium tuberculosis BioA enzyme | purified M. tuberculosis BioA enzyme, plate reader | inhibition, % at 9.99 µM | actives 0.096% (n = 360,000) | AID 602481; in the data active means inhibition above about 40%
DUSP3 inh = inhibitors of human VHR1 phosphatase (DUSP3). recombinant VHR phosphatase, pNPP absorbance. AID 1654. actives 0.52% (n = 290,000). inhibition, % at 13.3 µM; in the data active means inhibition above about 50%; further: some compounds called inactive have numbers as strong as hits
Target sequence (P51452 whole entry, looked up): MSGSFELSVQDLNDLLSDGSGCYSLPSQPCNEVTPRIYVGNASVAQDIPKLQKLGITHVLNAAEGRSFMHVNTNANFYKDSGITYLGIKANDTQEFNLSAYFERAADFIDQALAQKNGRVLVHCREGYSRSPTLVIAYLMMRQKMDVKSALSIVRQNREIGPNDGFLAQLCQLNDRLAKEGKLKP
Vc quorum ag = inducers of Vibrio cholerae quorum light production without autoinducers | V. cholerae BH1578 lux reporter, luminescence, 6 h | activation, % at 18.7 µM | actives 0.16% (n = 350,000) | AID 588436; in the data active means activation mostly above about 9.7%, no sharp cut-off; further: not every result past the cut was called active; inactives centre near 0; reference of the scale not given here
SSB-PriA inh = blocks PriA binding to SSB C-terminal tail | AlphaScreen SSBct-PriA binding, biotinylated peptide | inhibition, % at 33 µM | actives 0.6% (n = 430,000) | AID 1272365; in the data active means inhibition mostly above about 37%, no sharp cut-off; inactive means mostly below about 20%;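 further: plate controls were negative control peptide for no effect and reference peptide for full effect; strong numbers were not always called active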
SARS 3CLpro inh = SARS-CoV 3CLpro protease inhibition | P0C6X7 | recombinant SARS-CoV 3CLpro, quenched FRET peptide cleavage | inhibition, % at 6 µM | actives 0.14% (n = 290,000) | AID 1706; in the data active means inhibition above about 12%
GDH-TPI inh = GDH-TPI coupled enzyme inhibition counter-screen | GDH-TPI coupled enzyme counterscreen, NADH absorbance | inhibition, % at 4.8 µM | actives 1.2% (n = 360,000) | AID 588335; in the data active means inhibition above about 30%;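 further: 0% = DMSO wells and 100% = wells lacking the enzyme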
Numbers without * were called inactive; i = inactive; nt = no result given; + = active, no number. This is a subset. The share of hits here may be higher or lower than overall.

Sequence of screens – FBA Mtb inh	MazEF act	Rv3671c protease	UGM FP inh	Mtb BioA inh	DUSP3 inh	Vc quorum ag	SSB-PriA inh	SARS 3CLpro inh	GDH-TPI inh
NC(=O)NS(=O)(=O)Oc1ccccc1
    0	4	-12	-0.4	-1.4	13	-0.4	1	-6	-4
CC1CCc2cc(F)ccc2N1C(=O)CN1C(=O)c2ccccc2C1=O (centres undefined)
    1	8	-2	-2.3	0.6	-1	i	-7	-5	-1
Cc1cc(C)c2c(=O)n(-c3ccccc3)[nH]c2n1
    -2	-3	2	-1.0	0.3	-3	-0.4	-13	3	9
O=C(O)c1ccccc1C(=O)O
    1	-1	1	0.5	0.6	nt	-0.4	2	nt	0
O=C(CSC(=S)N1CCCC1)NCC(=O)Nc1ccccc1Br
    0	7	0	-1.6	-2.4	nt	i	-6	nt	-3
Cn1nc(C(=O)Nc2ccc(S(=O)(=O)NCc3ccco3)cc2)c2ccccc2c1=O
    nt	0	-9	2.6	nt	-3	nt	-8	1	nt
CCOC(=O)C1CCN(S(=O)(=O)c2ccc3c(c2)NC(=O)CS3)CC1
    -2	-33	-1	0.2	-0.4	-6	i	1	6	1
CSc1ncnc2c1ncn2CCCNC1CCN(Cc2ccccc2)CC1
    -1	12	nt	nt	-0.9	nt	-0.4	nt	nt	-5
Oc1ccc(N2CCN(CC(O)c3ccccc3)CC2)cc1 (centres undefined)
    0	11	-7	-0.1	-0.4	50*	-1.5	0	-5	3
O=C(Nc1cc(C(F)(F)F)ccc1N1CCOCC1)c1cccs1
    -4	5	1	1.2	-2.7	20	2.6	-12	-4	1
O=C(CSc1ccc(Cl)cc1)NC1CCCC1
    1	4	4	-0.2	-0.6	6	15	-2	-6	5
COC(=O)C1(C)NC(c2ccccc2C)C2C(=O)N(c3ccccc3)C(=O)C21 (centres undefined)
    2	-19	-6	-1.7	-1.1	-11	-0.9	-4	-3	4
CCOC(=O)c1cc2ccc(OC)cc2oc1=O
    +	0	0	2.7	-0.7	16	-2.2	-12	0	43*
COc1cc(/C=C2\SC(=S)N(CCC(=O)NC3CCCC3)C2=O)cc(OC)c1OC
    -1	11	-1	0.4	-1.8	-10	-1.0	7	-3	18
Cc1ccc(C23CC4CC(CC(NC(=O)NC(C)(C)CO)(C4)C2)C3)cc1
    0	3	-6	3.2	4.5	16	-6.6	-12	7	-5
CCOC(=O)C1(C)CCCN(C(=O)c2ccc(F)cc2Cl)C1 (centres undefined)
    -3	nt	nt	nt	-0.4	nt	i	nt	nt	-4
COC(=O)/C(=C\Nc1ccc(Cl)cc1Cl)NC(=O)c1ccccc1
    2	2	1	-2.4	-1.2	-3	3.4	8	2	17
CCCC(c1nnnn1C1CCCCC1)N1CCN(c2ncccn2)CC1 (centres undefined)
    -2	-1	1	-2.6	4.7	26	0.1	-10	1	-5
CC(C)C(NC(=O)c1ccc(C(C)(C)C)cc1)C(=O)Nc1ccc(N2CCOCC2)cc1 (centres undefined)
    4	-2	0	-0.1	0.2	nt	i	10	nt	0
CC(C)NC(=O)NC(=O)CN1c2cccc3cccc(c23)S1(=O)=O
    6	5	-1	-0.1	-0.7	6	-0.8	-6	-3	0
COc1cccc2cc3c(=O)oc4ccccc4c3nc12
    9	12	-5	-2.3	-1.2	26	-0.1	-12	0	11
Cc1ccc2c(c1)N(CC(=O)N1CCN(c3nc4ccccc4s3)CC1)C(=O)C(C)O2 (centres undefined)
    1	-24	-6	3.3	0.5	-8	i	-12	4	4
COc1ccc(C2CC(=O)c3sc(NC(C)=O)nc3C2)cc1 (centres undefined)
    3	12	2	-3.4	nt	6	-0.6	-3	1	8
O=C(Nc1ccc(F)c(Cl)c1)c1cc(-c2ccco2)on1
    3	-18	-13	-0.4	-1.0	40	-0.2	-2	-4	0
CCn1c(SCC(=O)O)nnc1-c1ccc2[nH]c(C)c(C)c2c1
    4	1	6	0.4	nt	-11	0.2	-4	1	-3
Cc1cccc(OC(C)C(=O)Nc2ccc(S(=O)(=O)N3CCCC3)cc2)c1 (centres undefined)
    4	-4	-10	0.7	-4.3	16	-0.2	-11	6	3
COc1cccc(NC(=O)CN(C)C(=O)c2c(-c3ccccc3)noc2C)c1
    3	1	-1	-0.6	2.0	19	i	7	4	3
Cn1cc(CN2CCCC(CNC(=O)c3ccc4c(c3)OCO4)C2)c2ccccc21 (centres undefined)
    0	9	4	-1.2	-0.9	6	-1.0	7	-1	8
CC(=O)c1ccc(NC(=O)CSc2ccsc2[N+](=O)[O-])cc1
    2	15	nt	nt	nt	28	0.6	-15	-1	10
CCc1ccc(CNCc2ccc(F)cc2)cc1
    0	-4	4	1.2	nt	-11	-0.2	-11	-1	0
CCOc1ccc(NC(=O)CN2CCN(CC(=O)Nc3ccc4c(c3)OCO4)CC2)cc1
    0	-2	-1	-2.4	-1.9	5	-0.3	-14	-2	4
COc1cc2nc(C3CCC3)n(NC(=O)c3ccco3)c(=O)c2cc1OC
    2	7	-2	0.3	-0.2	-27	i	-28	5	-3
COc1ccc(NC(=O)C[C@H]2C(=O)N(Cc3ccccc3)C[C@@H]2CSC)cc1
    -1	6	nt	nt	3.4	nt	0.1	nt	nt	11
CCc1nc2cc(Cl)c(Cl)cc2[nH]1
    1	-12	3	1.5	0.4	-8	-1.0	-7	-4	5
CC(C)NC(=O)c1ccc2c(=O)n(C3CCCC3)c(=S)[nH]c2c1
    4	-33	-9	2.7	-0.7	2	i	-6	0	-4
CC(=O)c1cc2c(cc1NC(=O)CN1CCCCCC1)OCO2
    0	-13	1	2.2	1.8	-1	-0.6	-3	3	-5
COc1cccc(NC(=O)N2CCN(S(C)(=O)=O)CC2)c1
    -4	3	-3	3.2	nt	20	-1.2	4	-2	0
CCCOC(=O)Nc1ccc(C(N)=O)cc1
    0	-4	-4	-2.9	0.4	8	nt	-5	-6	-3
O=C(NNC(=O)c1ccncc1)Nc1cccc([N+](=O)[O-])c1
    3	4	-4	3.4	nt	22	-0.2	-11	8	4
COc1ccc(C(=O)/C=C2\NCCc3cc(OC)c(OC)cc32)cc1OC
    10	-2	2	0.7	-4.2	20	i	nt	-1	17
O=c1c2ccccc2nc2n1CCS2(=O)=O
    0	12	4	3.0	-1.4	8	-0.6	-15	3	-2
CC(=O)c1ccc(NC(=O)c2cc3ccccc3o2)cc1
    -1	0	-3	0.2	-0.9	10	i	-4	2	7
CCCCCCCc1n[nH]c(=S)n1Cc1ccccc1
    -1	-5	-4	0.3	nt	6	-0.9	-12	10	3
CCC(Cc1ccccc1)NC(=O)c1ccc2nc(N3CCOCC3)sc2c1 (centres undefined)
    0	4	-2	-0.2	-0.5	6	nt	-3	-4	18
O=C(CC(=O)c1ccccc1)CS(=O)(=O)c1ccccc1
    -4	5	nt	nt	-0.5	nt	-1.0	-9	nt	41*
O=C(CN(c1ccccn1)S(=O)(=O)c1ccc(F)cc1)Nc1ccc(F)cc1F
    35*	3	3	3.0	nt	5	0.6	-7	-2	6
COc1ccc(OC)c(C2=C/C(=C/c3ccccn3)C(=O)O2)c1
    -2	-54	-2	2.2	nt	-13	-0.3	-7	3	2
Cc1ccc2c(c1)cc(C(=O)N[C@@H](Cc1ccccc1)C(=O)O)n2C
    27	-2	nt	-0.8	-1.9	16	-1.5	1	1	12
CCOc1ccccc1N1CC(C(=O)N2CCc3ccccc3C2)CC1=O (centres undefined)
    2	-1	-13	2.0	4.4	-28	i	-5	5	5
COc1cccc(NC(=O)C(=O)NCCCN2CCCC2=O)c1
    3	12	-1	nt	0.4	nt	i	-6	nt	-4

Next part.
Sequence of screens – FBA Mtb inh	MazEF act	Rv3671c protease	UGM FP inh	Mtb BioA inh	DUSP3 inh	Vc quorum ag	SSB-PriA inh	SARS 3CLpro inh	GDH-TPI inh
CC(=O)c1ccc(O)c(CC=C(C)C)c1
    11	5	10	1.2	-0.6	22	-0.5	-6	nt	0
O=C1c2[nH]nc(-c3ccccc3O)c2C(c2ccccc2)N1Cc1ccco1 (centres undefined)
    -5	4	-13	-1.4	0.9	-4	nt	14	3	2
O=C(C1CCCN(S(=O)(=O)c2ccccc2)C1)N1CCCc2ccccc21 (centres undefined)
    9	0	-3	-0.7	0.8	-18	i	-3	-8	1
Cc1ccc(NC(=O)Cn2nnc(-c3ccc4c(c3)OCO4)n2)cc1F
    2	7	-5	-0.5	-1.2	12	-0.1	-3	0	7
O=C(CCl)N1c2ccccc2Sc2c1ccc1ccccc21
    0	6	nt	nt	-0.3	nt	-15	-1	nt	2
COc1cccc(CNC(=O)CCS(=O)(=O)c2ccc3c(c2)NC(=O)CS3)c1
    0	-2	-1	2.5	9.1	1	-2.6	0	-1	1
CC(=O)Nc1nc(CCl)cs1
    1	2	nt	nt	nt	20	-0.1	-10	4	3
Cc1nn(CC(=O)NC(C)C)c(C)c1[N+](=O)[O-]
    -2	10	-3	1.1	nt	15	-2.2	-14	1	8
O=C(CSc1nnnn1-c1cccc(F)c1)NC1CC1
    4	4	-8	-0.1	-0.7	nt	0.8	-5	nt	14
O=C(c1ccc(Cl)cc1)[C@@H]1[C@@H]2C(=O)N(c3cccc4ccccc34)C(=O)[C@@H]2C2c3ccccc3C=NN21 (some centres undefined)
    -1	-6	-21	-0.8	nt	-7	i	17	-1	10

2 entries from above, field by field.
O=C(C1CCCN(S(=O)(=O)c2ccccc2)C1)N1CCCc2ccccc21 (centres undefined)
  FBA Mtb inh: 9; MazEF act: 0; Rv3671c protease: -3; UGM FP inh: -0.7; Mtb BioA inh: 0.8; DUSP3 inh: -18; Vc quorum ag: i; SSB-PriA inh: -3; SARS 3CLpro inh: -8; GDH-TPI inh: 1
CC(=O)Nc1nc(CCl)cs1
  FBA Mtb inh: 1; MazEF act: 2; Rv3671c protease: nt; UGM FP inh: nt; Mtb BioA inh: nt; DUSP3 inh: 20; Vc quorum ag: -0.1; SSB-PriA inh: -10; SARS 3CLpro inh: 4; GDH-TPI inh: 3

Further results follow:
Sequence of screens – FBA Mtb inh	MazEF act	Rv3671c protease	UGM FP inh	Mtb BioA inh	DUSP3 inh	Vc quorum ag	SSB-PriA inh	SARS 3CLpro inh	GDH-TPI inh
COc1ccc(CC(=O)Nc2ccc(C(=O)NCC(C)C)cc2)cc1
    -1	-3	1	-0.5	-2.8	6	-1.2	-6	-1	1
COc1ccc(-c2cc3nc4c(c(N5CCC6(CC5)OCCO6)n3n2)CCC4)cc1
    -2	-3	-3	1.9	nt	30	i	4	0	0
COCCNC(=O)C1(C)CCCN(C(=O)c2c(F)ccc(C)c2F)C1 (centres undefined)
    0	nt	nt	nt	0.4	nt	-0.5	nt	nt	3
Cc1nn(C)c(C(=O)N2CCN(C(=O)c3ccco3)CC2)c1[N+](=O)[O-]
    -1	3	-1	0.4	nt	2	2.6	-2	0	8
COc1ccc2c(c1)c(=O)cc(-c1ccccc1)n2C
    -2	5	-2	-0.2	8.2	8	i	-13	-7	18
Cc1nc2cc(C(=O)OCC(=O)Nc3cccc(Cl)c3)ccc2n1-c1ccccc1
    1	-3	-45	0.5	nt	0	-0.1	-20	3	-1
Cc1ccc(C(=O)NN2C(=O)C3C4C=CC([C@@H]3C2=O)C42CC2)cc1 (some centres undefined)
    1	-1	3	7.1	nt	10	-0.7	-8	-1	-4
O=C(COc1cccnc1[N+](=O)[O-])Nc1c(Cl)cccc1Cl
    -2	2	-3	3.2	-1.0	nt	0.8	-12	nt	9
O=C(O)c1c(Cl)cccc1Nc1ccccc1
    -2	-16	nt	nt	2.1	nt	-0.1	-3	nt	4
C=CCN1C(=O)C2(OCCCO2)c2cc(CCCC)ccc21
    -1	-3	-4	-1.9	0.0	-6	-0.6	-49	3	0
CC(C)(C)c1nnc2sc(SCC(=O)N3CCCc4ccccc43)nn2c1=O
    -1	-8	-2	-0.8	-1.9	19	-0.3	2	1	16
Cc1cc(/C=C2\NC(=S)N(C)C2=O)ccc1N1CCCC1
    -18	214*	-47	-7.0	-0.4	40	0.4	-4	-2	9
CC(Oc1cccc(Cl)c1)C(=O)NCc1ccc(S(N)(=O)=O)cc1 (centres undefined)
    -3	1	0	4.1	nt	0	1.6	-10	3	-4
